p53 reactivation: qHTS assay for re-activators of p53 using a Luc reporter | H1299 p53-A138V BP100-luciferase reporter, luminescence, 24 h | Potency, µM (doses to about 92.2 µM), without a hit: at the highest dose activity change, positive = activation, hits mostly activators | actives 0.063% (n = 320,000) | AID 504706, 2011; note: potency is the fitted concentration of half-maximal effect; % of control where 0% means no effect; nearly all actives have a fitted effect of over 45% in size
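p53-null H1299 cells stably carrying temperature-sensitive p53-A138V and a BP100-luciferase reporter were pinned with compounds (4-point, 1:5 series) and held 24 hrs at 37 deg C. Luminescence was read 10 min after detection reagent.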
PTAP TSG101 blk: qHTS Assay for Iinhibitors of HIV-1 Budding by Blocking the Interaction of PTAP/TSG101; Tumor susceptibility gene 101 protein (Homo sapiens), Q99816; Fluorescence polarization, FITC-PTAP peptide / Tsg101 binding; Potency, µM (series often up to 115 µM), inactives show at the highest dose activity change, negative = inhibition, hits mostly inhibitors; 340,000 tested, under 10 active; AID 493005, 2010; active = well fitted inhibition curve with a large enough effect in the main read-out, with a control signal flat, not every such curve was filed as active; inconclusive = small, poorly fitted or top-dose-only effect, or effect the other way, or a change in a side signal; inactive = no such curve, though single readings can be large or run the other way; note: potency is the fitted concentration of half-maximal effect; % of control where 0% means no effect
Target sequence (Q99816 whole entry, looked up): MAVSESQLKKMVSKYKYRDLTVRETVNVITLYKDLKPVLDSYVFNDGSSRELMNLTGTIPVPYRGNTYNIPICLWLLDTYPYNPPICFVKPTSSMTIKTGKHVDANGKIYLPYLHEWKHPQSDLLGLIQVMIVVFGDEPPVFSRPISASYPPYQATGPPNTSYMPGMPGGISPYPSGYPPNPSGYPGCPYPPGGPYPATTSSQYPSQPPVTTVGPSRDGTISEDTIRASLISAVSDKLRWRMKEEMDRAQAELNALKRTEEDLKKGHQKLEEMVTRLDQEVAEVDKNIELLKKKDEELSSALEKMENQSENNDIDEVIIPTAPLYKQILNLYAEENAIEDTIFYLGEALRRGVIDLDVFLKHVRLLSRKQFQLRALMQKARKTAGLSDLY
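Steps: Tsg101 binding domain dispensed (10 uM final), compounds pinned in DMSO, FITC-labeled PTAP-motif peptide added (50 nM final); after 20 min binding at room temperature, polarization measured.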
TRPV1 agonist: HTS Assay for Compounds that Act as Agonists of the Vanilloid Receptor 1; actives 0.19% (n = 320,000); activation, % at 8.33 µM; TRPV1-expressing cells, Fluo-8 calcium influx, agonist mode; Transient receptor potential cation channel subfamily V member 1 (Homo sapiens), Q8NER1; in the data active = activation above about 80%; inconclusive = between about 30% and that limit; note: 0% is about no effect
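Cells expressing TRPV1 were dye-loaded with Fluo-8 and read kinetically: 10 s baseline, 3 min after compound (agonist portion), then 2 min after EC20 capsaicin (allosteric enhancer portion). Calcium-bound dye fluorescence at 480/520 nm.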
uPA generation: qHTS for Inhibitors of Cell Surface uPA Generation; cell surface uPA generation assay, qHTS; Potency, µM (titrated, usually from 38.3 µM), for inactives: at the highest dose activity change, negative = inhibition, hits mostly inhibitors; actives 0.31% (n = 330,000); AID 540303, 2011; active = well fitted inhibition curve with a large enough effect; inconclusive = small, poorly fitted or top-dose-only effect; inactive = no such curve, though single readings can be large or run the other way; tested in mouse RAW 264.7 cells; note: potency is the fitted concentration of half-maximal effect; % is set by controls: 0 for no effect and ±100 for the full control effect; nearly all actives have a fitted effect of over 55% in size
BRCA1 expr up: qHTS Assay to Identify Small Molecule Activators of BRCA1 Expression | MCF7-BRCA1-FFLuc reporter, luminescence, 48 h; response scale: scaled: vehicle 0%, 10 µM genistein 100% | Potency, µM (top dose mostly 46.1 µM), for the others: at the top dose activation, hits mostly activators | actives 1.1% (n = 380,000) | AID 624202, 2012; note: potency is the fitted concentration of half-maximal effect; nearly all actives have a fitted effect of over 80% in size; some results filed as inactive show a strong effect at the top dose
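Luminescence from a BRCA1-driven firefly luciferase in MCF7 cells was read after 48 h compound exposure at 37 C. Data normalized against DMSO and a 10microM genistein activation control, then curve-fitted across the titration.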
ELG1 genotox: qHTS screen for small molecules that induce genotoxicity in human embryonic kidney (HEK293T) cells expressing luciferase-tagged ELG1. HEK293T ELG1-luciferase reporter, luminescence, 16 h. Potency, µM (doses to about 46 µM), for inactives: at the top dose activity change, positive = activation, hits mostly activators. actives 1.3% (n = 330,000). AID 504466, 2011; note: potency is the fitted concentration of half-maximal effect; % of control where 0% means no effect; nearly all actives have a fitted effect of over 60% in size
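HEK293T cells expressing luciferase-tagged ELG1 were treated with compound or DMSO for 16 hr at 37°C. Luciferase activity was then read after 30 min with ONE-Glo at room temperature; rising signal flags genetic stress.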
Eya2 phos inh: qHTS Assay for Inhibitors of the Phosphatase Activity of Eya2. actives 0.006% (n = 330,000). Protein phosphatase EYA2 (Homo sapiens), O00167. Potency, µM (doses to about 76.9 µM), for the others: at the top dose activity, negative = inhibition, most hits filed as inhibitors. AID 488837, 2010. recombinant Eya2, OMFP fluorescence dephosphorylation (OMFP is methylfluorescein phosphate); note: potency is the fitted concentration of half-maximal effect; % is set by controls: 0 for no effect and ±100 for the full control effect
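Eya2 (0.2 uM) preincubated 10 min at ambient with compound, then OMFP substrate added at 50 uM; 10 min reaction in 50 mM HEPES pH 7.5, 50 mM NaCl, 5 uM MgCl2, 0.05% BSA, 1 mM DTT. Fluorescence read at Ex 485/Em 525 nm.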
S-ASM inh: Inhibitors of Secretory Acid Sphingomyelinase (S-ASM): qHTS; placental ASM, HMU-PC fluorogenic substrate, 60 min; AID 504937, 2011; Potency, µM (highest dose often 57.5 µM), without a hit: at the top dose activity change, negative = inhibition, hits mostly inhibitors; actives 0.006% (n = 340,000); Sphingomyelin phosphodiesterase (Homo sapiens), P17405; note: potency is the fitted concentration of half-maximal effect
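Human placenta-derived ASM preincubated with compound 10 min at room temperature, then reacted with 9 uM (final) fluorogenic HMU-PC substrate for 60 min at 37 C. Stop solution raises pH to 10; fluorescence read at Ex 386/Em 447 nm.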
a7 integrin act: qHTS for Activators of Integrin-Mediated Alleviation for Muscular Dystrophy; Potency, µM (doses to about 38.3 µM), inactives show at the highest dose activation, most hits filed as activators; AID 624291, 2012; alpha7betagal myoblasts, beta-gal FDG fluorescence, 48 h; actives 0.064% (n = 350,000);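 note: potency is the fitted concentration of half-maximal effect; 100% = response of the positive control SU9516; nearly all actives have a fitted effect of over 60% in size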
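Alpha7betagal+/- myoblasts (passage 13) were plated 16-24 hr, then exposed to compounds (1:260 dilution of DMSO stock) for 48 hours at 37C. After MPER lysis, β-galactosidase reporter activity was read as FDG fluorescence (ex 480/em 540) after 30 minutes.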
USP2a inh: qHTS Assay for Inhibitors of Ubiquitin-specific Protease USP2a Using CHOP2 as the Reporter. Ubiquitin carboxyl-terminal hydrolase 2 (Homo sapiens), O75604. USP2 core, Ub-CHOP2 coupled fluorogenic reporter, 485/531. Potency, µM (highest dose often 38.3 µM), for the others: at the top dose activity change, negative = inhibition, most hits filed as inhibitors. actives 0.01% (n = 330,000);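 note: potency is the fitted concentration of half-maximal effect; plate controls were DMSO wells for no effect and full inhibition by NEM control for full effect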
Target sequence (O75604 whole entry, looked up): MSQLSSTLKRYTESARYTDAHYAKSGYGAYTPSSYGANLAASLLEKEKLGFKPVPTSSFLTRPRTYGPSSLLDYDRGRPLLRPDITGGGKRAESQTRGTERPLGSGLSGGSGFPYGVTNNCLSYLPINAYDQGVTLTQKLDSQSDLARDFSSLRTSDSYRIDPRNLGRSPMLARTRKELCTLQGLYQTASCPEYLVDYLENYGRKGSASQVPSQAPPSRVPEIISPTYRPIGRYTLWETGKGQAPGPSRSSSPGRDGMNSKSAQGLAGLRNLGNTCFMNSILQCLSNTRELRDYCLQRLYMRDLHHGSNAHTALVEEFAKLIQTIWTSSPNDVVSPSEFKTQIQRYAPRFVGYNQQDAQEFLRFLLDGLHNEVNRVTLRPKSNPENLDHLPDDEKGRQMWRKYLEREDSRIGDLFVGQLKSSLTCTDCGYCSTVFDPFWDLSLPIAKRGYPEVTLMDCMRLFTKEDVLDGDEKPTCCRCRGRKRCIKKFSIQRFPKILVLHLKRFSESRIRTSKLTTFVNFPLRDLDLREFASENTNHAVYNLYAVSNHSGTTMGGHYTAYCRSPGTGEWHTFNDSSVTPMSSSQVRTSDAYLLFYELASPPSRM
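USP2 core (10nM final) preincubated 30min RT with compound in 20mM Tris-HCl pH 8.0, 2mM CaCl2, 2mM beta-mercaptoethanol, 0.05% CHAPS; 25nM Ub-CHOP2 plus 25nM reporter substrate added, fluorescence (Ex485/Em531) read after 60min.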
B2AR arrestin: qHTS assay of beta-arrestin-biased ligands of beta2-adrenergic receptor. Beta-2 adrenergic receptor (Homo sapiens), P07550. beta-arrestin recruitment to beta2AR, cell-based reporter. actives 0.02% (n = 330,000). Potency, µM (doses to about 46.1 µM), for the others: top-dose activation, actives largely listed as activators;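 note: potency is the fitted concentration of half-maximal effect; 0% = DMSO controls and full agonism = EC100 isoproterenol or metaproterenol; nearly all actives have a fitted effect of over 65% in size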
* marks the source's active call; other numbers are inactive results; ? = inconclusive; . = no result given; [ ] = another dose, or the depositor's remark. Unless noted, calls come from the whole dose curve; as a rule, active = well fitted curve in the direction sought with a large enough effect; inconclusive = small, poorly fitted or top-dose-only effect, or another doubt; inactive = no such curve, though single readings can be large; an effect the other way counts as inactive or inconclusive.

SMILES	p53 reactivation	PTAP TSG101 blk	TRPV1 agonist	uPA generation	BRCA1 expr up	ELG1 genotox	Eya2 phos inh	S-ASM inh	a7 integrin act	USP2a inh	B2AR arrestin
CC1CCc2c(sc3[nH]c(=S)n(C)c(=O)c23)C1 (stereo not drawn)	15%	-1%	1	4%	22%	-6%	11%	-5%	-2%	-2%	0.3%
Cn1c(N2CCN(C(c3ccccc3)c3ccccc3)CC2)nc2c1c(=O)[nH]c(=O)n2C	1%	-3%	4	4%	5%	-9%	5%	-3%	22%	1%	-0.3%
COc1ccc(C2=NS(=O)(=O)N(C)C(C(=O)NCc3ccc4c(c3)OCO4)=C2)cc1	3%	-4%	7	4%	17%	-1%	-8%	-5%	2%	0%	-0.5%
C/C(=N\NC(=O)c1nnn(-c2nonc2N)c1C(C)C)c1ccc2ccccc2c1	8%	-5%	2	-4%	-3%	6%	7%	1%	36%	1%	-0.8%
C=CCc1cccc2cc(C(=O)NC3CCCC3)c(=O)oc12	12%	1%	22	5%	-3%	10%	-1%	-6%	10%	0%	0.0%
COc1ccc(CC(=O)NC(C)c2nnc(SCC(=O)Nc3ccccc3)n2C)cc1 (stereo not drawn)	0%	-1%	-2	5%	5%	0%	-5%	0%	1%	-1%	0.0%
CC(C)=NNC(=O)C1=NNC(=O)C1	20%	-3%	-2	-4%	22%	0%	-11%	1%	?	13%	0.0%
CCOc1ccc(Cn2c(C)nc([N+](=O)[O-])c2SCC(O)CCl)cc1[N+](=O)[O-] (stereo not drawn)	9%	-2%	-2	-23%	17%	-5%	0%	2%	-46%[inhibitor]	-1%	0.2%
COC(=O)c1ccc2c(=O)n(Cc3ccco3)c(SCC(=O)Nc3ccc(C)c(Cl)c3)nc2c1	5%	-7%	7	-2%	-54%	?	5%	9%	-29%	0%	-0.3%
O=C(CNC(=O)c1ccccc1)NCCCSc1ccccc1	?	-1%	.	-1%	-1%	2%	1%	-1%	-56%[inhibitor]	-2%	-0.5%
O=C(NNC(=O)c1sc2ccccc2c1Cl)Nc1ccc(Cl)cc1	9%	-3%	.	0%	9%	2%	-10%	-1%	2%	2%	-0.7%
COc1ccc(OC)c(C2c3[nH]c4ccccc4c3C[C@H]3C(=O)N(CCCOC(C)C)CC(=O)N23)c1 (stereo partly drawn)	-3%	0%	-1	0%	-28%	0%	-17%	-8%	25%	0%	0.4%
COc1cc(OC)c(OC)cc1/C=N/n1c(COc2ccccc2)n[nH]c1=S	-4%	0%	0	-2%	-16%	2%	-13%	27%	-4%	-1%	0.1%
O=C(CCCn1c(=O)oc2ccccc21)NNC(=O)COc1ccc(F)cc1	.	-2%	.	10%	-11%	0%	-15%	1%	7%	2%	-0.7%
Cc1ccc(C)c(-n2cc(-c3ccc(Cl)cc3)nc2SCC(=O)NC2CCS(=O)(=O)C2)c1 (stereo not drawn)	-22%	0%	3	4%	-52%	-9%	-8%	0%	15%	-1%	-0.6%
O=C(CCC1CCCC1)NCCS(=O)(=O)N1CCN(c2ccccc2)CC1	-2%	-2%	26	7%	2%	-3%	-15%	3%	3%	3%	-1.1%
O=C(CN1C(=O)NC2(CCCC2)C1=O)NNC(=O)c1ccccc1	11%	-4%	-2	3%	-4%	0%	-29%	2%	4%	-1%	-0.1%
COc1cc2c(cc1OC)C(=O)CCS2	3%	-10%	-2	11%	-2%	4%	1%	164%[activator]	-23%	2%	0.0%
COC(=O)Cc1ccc(OCC(=O)NC2CCCC2)cc1	14%	1%	3	5%	-20%	-2%	20%	-1%	16%	1%	-0.9%
COc1cccc(CC(=O)N2CCC(n3nccc3NC(=O)C3CCOC3)CC2)c1 (stereo not drawn)	-1%	1%	4	1%	-4%	2%	-4%	10%	6%	1%	-1.0%
COC(=O)c1[nH]c2ccccc2c1NC(=O)CCN1CCN(C2CCCCC2)CC1	1%	.	-1	.	.	1%	8%	.	.	0%	-0.3%
CC(=O)N1CCN(C(=S)c2ccc(Cl)cc2)CC1	-10%	-1%	-8	1%	-11%	1%	0%	2%	4%	-3%	-0.6%
COc1ccc(C(=O)NNC(=O)CSc2nnnn2-c2cc(OC)cc(OC)c2)cc1	-5%	-9%	-2	4%	-12%	0%	-3%	3%	-5%	-4%	-0.8%
NC(CO)c1cn([C@@H](CCC(=O)O)C(=O)N2CCNCC2)nn1 (stereo partly drawn)	2%	.	0	5%	15%	1%	?	4%	29%	-1%	-0.1%
O=C1NCCCCC1NS(=O)(=O)c1ccc(Cl)cc1 (stereo not drawn)	1%	-2%	1	-2%	9%	2%	-22%	1%	5%	0%	0.2%
CC(C)(C)C(=O)Nc1nnc(SCc2cccc(F)c2)s1	?	-3%	29	7%	14µM*	15%	-13%	0%	0%	-7%	0.0%
O=S(=O)(c1ccccc1)c1nnn2c1nc(NC1CCN(Cc3ccccc3)CC1)c1cc(Cl)ccc12	-10%	-9%	-3	6%	-16%	-2%[9.26 µM]	4%	-6%	-43%	-2%	0.5%
COc1ccc(CCC(=O)N2CCN(S(=O)(=O)c3cccc(C(F)(F)F)c3)CC2)cc1OC	0%	-2%	?	-13%	-2%	0%	-5%	-2%	-2%	0%	-0.1%
CCCCc1nc2n[nH]c(N)c2c2c1CSC(C)(C)C2	-4%	-4%	-2	-11%	-6%	0%	-13%	-2%	-22%	3%	-1.0%
O=C(NCCSc1ccccc1)c1cncc(Br)c1	10%	-1%	24	3%	7.9µM*	15µM*	2%	2%	-8%	3%	0.4%
COc1ccccc1-n1c(=O)c2c3c(sc2n2c(SC(C)C)nnc12)CCC3	-2%	-3%	?	-2%	7%	-2%	-5%	0%	0%	3%	-0.2%
CCN(CC)CCC(C)OC(=O)c1ccc(O)cc1O (stereo not drawn)	-3%	-1%	1	2%	1%	0%	1%	1%	-14%	11%	0.1%
Cc1ccc(S(=O)(=O)NC(=O)NCc2ccc(F)cc2)cc1	-3%	0%	-1	1%	35%	-4%	10%	1%	0%	6%	-0.3%
COc1ccc(/C=N/N=C2/NC(=O)C(CC(=O)O)S2)cc1OCc1ccccc1Cl (stereo not drawn)	-2%	-13%	3	3%	-5%	-2%	-8%	0%	16%	5%	-0.8%
COc1cc(NS(=O)(=O)c2ccc(NC(=O)CN3C(=O)c4ccccc4C3=O)cc2)nc(OC)n1	-2%	-12%	-2	2%	-1%	4%	8%	-7%	27%	2%	0.0%
OC(COc1ccc(OCc2ccccc2)cc1)CN1CCCCC1 (stereo not drawn)	?	-3%	-7	-9%	?	16µM*	4%	1%	-25%	1%	-1.8%
Cc1ccc(O)c(-c2cc(-c3cccc(F)c3)n[nH]2)c1	?	1%	8	-7%	-43%	10%	-11%	-16%	-14%	-1%	0.5%
CCOc1ccc(Nc2cc(C)nc(N3CCOCC3)n2)cc1	-7%	-5%	27	15%	12%	1%	0%	3%	-1%	2%	-0.2%
COc1cccc(CNc2cc(C)ccn2)c1O	.	1%	1	0%	?	10%	6%	0%	18%	4%	-0.3%
CCC(O)CNc1nc(-n2nc(C)cc2C)nc2sc3c(c12)CC(C)(C)OC3 (stereo not drawn)	16%	1%	9	2%	-3%	-9%	26%	9%	-13%	-6%	-0.5%
O=C1CC(c2ccccc2)n2nc(NS(=O)(=O)c3ccccc3)nc2N1 (stereo not drawn)	-4%	-4%	3	12%	-5%	1%	-8%	0%	-18%	-1%	2.3%

Screening results from PubChem.
